Assay outcomes (PubChem BioAssay)
HTR5A ag: HTR5A agonism, opioid heterodimer counter-screen; HTR5A agonist assay, luminescence, cell-based; AID 504692; hit rate 0.61% among 340,000; activation, % at 9.3 µM; P47898; in the data active means activation mostly above about 9.5%, no sharp cut-off; inactive means mostly below about 7.6%;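 further: 0% = cells with vehicle only and 100% = reference agonist; strong numbers were not always called active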
DSG3 Ab inh: human desmoglein-3 autoantibody binding inhibition. P32926. DSG3-coupled beads, scFv-anti-DSG3-GFP binding, flow cytometry; stronger effect = lower value. binding (percent of control), % at 10 µM. hit rate 0.48% among 310,000. AID 588358;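 active means binding more than 3 SD below its plate's average and above zero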;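 further: hits lower antibody fragment binding to DSG3; some compounds called inactive have numbers as strong as hits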
OPRM1-OPRD1 ag: OPRM1-OPRD1 heterodimerization agonism. hit rate 0.3% among 340,000. cells, luminescence. P35372+P41143. activation, % at 9.3 µM; in the data active means activation above about 18%;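 further: 0% = vehicle-treated cells and 100% = reference agonist; values of inactives mirror those of a sister screen read the other way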
PKA-R2B act: activators of human PKA-R2B complex; P22694+P31323; PKA-R2B holoenzyme dissociation, Cy5-IP20 fluorescence polarization; R2B truncated from residue 108, S112A mutant; 0% DMSO only, 100% 113 µM cGMP; activation, % at 11.4 µM; hit rate 0.079% among 340,000; AID 504700;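 active means activation above a cutoff set at the mean over all compounds plus 3 SD, cut at about 18% in these data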;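 further: higher means more holoenzyme dissociation and a rise in polarization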
Target sequence (P31323 whole entry, looked up, other chains not shown, the tested form may be a part): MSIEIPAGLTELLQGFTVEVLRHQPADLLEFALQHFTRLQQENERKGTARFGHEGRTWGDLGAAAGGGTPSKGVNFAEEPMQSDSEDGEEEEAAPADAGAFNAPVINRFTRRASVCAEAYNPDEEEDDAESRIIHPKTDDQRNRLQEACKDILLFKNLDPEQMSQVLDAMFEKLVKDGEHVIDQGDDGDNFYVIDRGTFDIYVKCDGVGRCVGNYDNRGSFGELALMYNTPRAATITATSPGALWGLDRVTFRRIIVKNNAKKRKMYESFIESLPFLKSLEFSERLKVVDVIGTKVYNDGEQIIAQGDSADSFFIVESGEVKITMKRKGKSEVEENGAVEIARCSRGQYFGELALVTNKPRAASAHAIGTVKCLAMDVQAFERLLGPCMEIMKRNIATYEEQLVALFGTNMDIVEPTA
Arrestin-AP2 inh: blocks beta-arrestin peptide binding to AP2 adaptin; inhibition, % at 10 µM; AID 504490; FITC-arrestin peptide / GST-AP2 beads, flow cytometry; AP2 beta2 appendage carries R879A mutation; hit rate 0.31% among 340,000;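 active means inhibition above a set limit, near 3 SD of compounds lacking own fluorescence, cut at about 54% in these data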;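 further: plate controls were DMSO wells for no effect and 5 µM unlabelled arrestin peptide for full effect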
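system = GST-tagged AP2 beta2-adaptin appendage (R879A) on 4 µm glutathione beads | reagent = FITC-labelled arrestin peptide probe, 50 nM final | schedule = compound with beads 12 min RT, then probe 1 h RT | signal = HyperCyt-sampled flow cytometry, FL1 channel, ex 488/em 535 nm | read-out = percent response from loss of bead-bound FITC fluorescence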
PKA-R1A activ: activates the PKA-R1A holoenzyme complex. hit rate 0.083% among 340,000. activation, % at 11.4 µM. AID 504707. PKA-R1A dissociation, Cy5-IP20 fluorescence polarization; scaled: DMSO 0%, 113 µM cGMP 100%. P00514+P68181;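 active means percent activation above the mean of all tested compounds plus 3 SD, cut at about 19% in these data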;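 further: higher means more PKAc released from R1A so a rise in polarization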
DAGLB inh: diacylglycerol lipase beta (human) inhibition; inhibition, % at 5.17 µM; AID 504411; Q8NCG7; HEK293T DAGLB membrane lysate, EnzChek fluorogenic substrate; hit rate 0.059% among 340,000; in the data active means inhibition above about 34%;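 further: 0% = enzyme with vehicle and 100% = wells lacking enzyme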
Target sequence (Q8NCG7 whole entry, looked up): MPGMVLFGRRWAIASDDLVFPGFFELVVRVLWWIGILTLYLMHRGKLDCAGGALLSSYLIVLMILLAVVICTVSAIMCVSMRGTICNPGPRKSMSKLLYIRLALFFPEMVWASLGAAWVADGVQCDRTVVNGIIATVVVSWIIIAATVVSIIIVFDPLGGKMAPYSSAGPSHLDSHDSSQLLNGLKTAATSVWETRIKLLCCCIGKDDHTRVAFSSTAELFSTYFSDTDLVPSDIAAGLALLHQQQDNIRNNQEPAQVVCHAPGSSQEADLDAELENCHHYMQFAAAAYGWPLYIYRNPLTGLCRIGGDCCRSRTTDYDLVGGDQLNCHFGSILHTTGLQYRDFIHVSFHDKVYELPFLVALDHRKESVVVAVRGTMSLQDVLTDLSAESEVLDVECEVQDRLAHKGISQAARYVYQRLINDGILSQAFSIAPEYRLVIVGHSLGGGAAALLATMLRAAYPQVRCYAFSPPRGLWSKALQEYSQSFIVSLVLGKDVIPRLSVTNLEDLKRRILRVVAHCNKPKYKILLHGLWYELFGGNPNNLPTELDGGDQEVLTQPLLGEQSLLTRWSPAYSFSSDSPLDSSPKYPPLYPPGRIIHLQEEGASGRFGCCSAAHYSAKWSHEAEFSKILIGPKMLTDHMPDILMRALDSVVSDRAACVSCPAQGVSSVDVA
HTR5A inv ag: counter-screen for OPRM1-OPRD1 inverse agonists: human HTR5A inverse agonism | P47898 | hit rate 0.083% among 340,000 | HTR5A cell line, luminescence | inhibition, % at 9.3 µM; in the data active means inhibition mostly above about 23%, no sharp cut-off; inactive means mostly below about 18%;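 further: 0% = cells with DMSO and 100% = no-cell wells with DMSO; some compounds called inactive have numbers as strong as hits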
V-ATPase pHluor: alters yeast V-ATPase proton transport. S. cerevisiae, pHLuorin cytosolic pH fluorescence. response, % at 10 µM. hit rate 0.37% among 350,000. AID 504577; in the data active means response mostly above about 7.3%, no sharp cut-off; inactive means mostly below about 5.4%; further: actives read high; inactives centre near 0; some compounds called inactive have numbers as strong as hits; reference of the scale not given here
MOR-DOR inv ag: mu-delta opioid heterodimer inverse agonism. inhibition, % at 9.3 µM. hit rate 0.21% among 340,000. cell-based MOR-DOR heterodimer luminescence. P35372+P41143; in the data active means inhibition above about 22%, passing the limit was not always enough;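 further: 0% = cells with DMSO and 100% = wells without cells with DMSO; values of inactives mirror those of a sister screen read the other way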
Starred values were filed as active, the others as inactive.

Start of the data: the first 2 compounds, to show the layout:
Screening O=C(N/N=C/c1cc([N+](=O)[O-])ccc1O)c1cccc(N2CCCC2=O)c1 returned HTR5A ag -3, OPRM1-OPRD1 ag -2.8, PKA-R2B act -1, Arrestin-AP2 inh -7, PKA-R1A activ -4, DAGLB inh 3, HTR5A inv ag 2, V-ATPase pHluor 1 and MOR-DOR inv ag 15.
Cn1c(=O)[nH]c(=O)c2c1nc(Br)n2C/C=N/NC(=O)c1ccccc1 was read as HTR5A ag -6, DSG3 Ab inh 100, OPRM1-OPRD1 ag -1.1, PKA-R2B act 4, Arrestin-AP2 inh 8, PKA-R1A activ -2, DAGLB inh -1, HTR5A inv ag 0, V-ATPase pHluor 1 and MOR-DOR inv ag 6.

The whole of this part (from the top)
Screening O=C(N/N=C/c1cc([N+](=O)[O-])ccc1O)c1cccc(N2CCCC2=O)c1 returned HTR5A ag -3, OPRM1-OPRD1 ag -2.8, PKA-R2B act -1, Arrestin-AP2 inh -7, PKA-R1A activ -4, DAGLB inh 3, HTR5A inv ag 2, V-ATPase pHluor 1 and MOR-DOR inv ag 15.
Cn1c(=O)[nH]c(=O)c2c1nc(Br)n2C/C=N/NC(=O)c1ccccc1 was read as HTR5A ag -6, DSG3 Ab inh 100, OPRM1-OPRD1 ag -1.1, PKA-R2B act 4, Arrestin-AP2 inh 8, PKA-R1A activ -2, DAGLB inh -1, HTR5A inv ag 0, V-ATPase pHluor 1 and MOR-DOR inv ag 6.
Cc1oc(S(=O)(=O)N2CCCCC2)cc1NC(=O)Nc1ccccc1 was read as HTR5A ag 3, DSG3 Ab inh 113, OPRM1-OPRD1 ag 0.1, PKA-R2B act -2, Arrestin-AP2 inh -11, PKA-R1A activ -9, DAGLB inh -1, HTR5A inv ag 1, V-ATPase pHluor 1 and MOR-DOR inv ag -1.
For COc1cccc(C(=O)N2CCN(Cc3cccc(F)c3)CC2)c1 the results were HTR5A ag -2, DSG3 Ab inh 117, OPRM1-OPRD1 ag -3.4, PKA-R2B act 13, Arrestin-AP2 inh 8, PKA-R1A activ 4, DAGLB inh 0, HTR5A inv ag 4, V-ATPase pHluor 2 and MOR-DOR inv ag 17.
`Cn1ncc(Cl)c1C(=O)NCc1cc(C(C)(C)C)n[nH]1` gave HTR5A ag 4, DSG3 Ab inh 83, OPRM1-OPRD1 ag 0.1, PKA-R2B act 3, Arrestin-AP2 inh 12, PKA-R1A activ -10, DAGLB inh 1, HTR5A inv ag -14, V-ATPase pHluor 3 and MOR-DOR inv ag 0.
`CC1=C(C(=O)N(C)C)CC(CC(=O)NC2CCCC2)C(=O)N1Cc1ccccc1` (configuration not stated) gave DSG3 Ab inh 106, PKA-R2B act -2, PKA-R1A activ -13, DAGLB inh 0 and V-ATPase pHluor 0.
`CC(=O)Nc1ccc(S(=O)(=O)N2CCC(C(=O)NCCC(=O)NCc3ccncc3)CC2)cc1` gave HTR5A ag 2, DSG3 Ab inh 102, OPRM1-OPRD1 ag -2.9, PKA-R2B act -9, Arrestin-AP2 inh 23, PKA-R1A activ -5, DAGLB inh 0, HTR5A inv ag 0, V-ATPase pHluor 1 and MOR-DOR inv ag 15.
Screening CC(C)(C)NC(=O)CSc1nnc(C2CC2)n1Cc1ccccc1 returned HTR5A ag -3, DSG3 Ab inh 78, OPRM1-OPRD1 ag -0.8, PKA-R2B act 2, Arrestin-AP2 inh 23, PKA-R1A activ -10, DAGLB inh 1, HTR5A inv ag 7, V-ATPase pHluor 0 and MOR-DOR inv ag 4.
`COCC1CCCCN1C(=O)CCCn1nnnc1CN1CCC(C)CC1` (configuration not stated) gave HTR5A ag 7, DSG3 Ab inh 109, OPRM1-OPRD1 ag 1.8, PKA-R2B act 3, Arrestin-AP2 inh -1, PKA-R1A activ 5, DAGLB inh 0, HTR5A inv ag -18, V-ATPase pHluor 1 and MOR-DOR inv ag -7.
For CCOCC(=O)OCC(=O)NC12CC3CC(CC(C3)C1)C2 the results were HTR5A ag 2, DSG3 Ab inh 112, OPRM1-OPRD1 ag -0.8, PKA-R2B act 0, Arrestin-AP2 inh -2, PKA-R1A activ -18, DAGLB inh 2, HTR5A inv ag -7, V-ATPase pHluor 3 and MOR-DOR inv ag 4.
Screening CCN(CC)S(=O)(=O)c1ccc(-c2nnc(SCC(=O)Nc3ccc(OC)c(OC)c3)o2)cc1 returned HTR5A ag 2, DSG3 Ab inh 104, OPRM1-OPRD1 ag -0.6, PKA-R2B act -4, Arrestin-AP2 inh 10, PKA-R1A activ 11, DAGLB inh 1, HTR5A inv ag -7, V-ATPase pHluor -1 and MOR-DOR inv ag 3.
For O=C(COC(=O)c1ccc(Br)cc1)NCCN1C(=O)CSC1=O the results were HTR5A ag 2, DSG3 Ab inh 125, OPRM1-OPRD1 ag 0.9, PKA-R2B act -3, Arrestin-AP2 inh -20, PKA-R1A activ -4, DAGLB inh 0, HTR5A inv ag -12, V-ATPase pHluor -2 and MOR-DOR inv ag -5.
Screening Cc1ccc(CSC2=NCCN2S(=O)(=O)c2ccc(F)cc2)cc1 returned HTR5A ag 2, DSG3 Ab inh 115, OPRM1-OPRD1 ag 0.8, PKA-R2B act -3, Arrestin-AP2 inh -1, PKA-R1A activ 3, DAGLB inh -9, HTR5A inv ag -8, V-ATPase pHluor -1 and MOR-DOR inv ag -4.
CCCOc1cccc(C2/C(=C(/O)c3ccccc3)C(=O)C(=O)N2CCN(C)C)c1 (configuration not stated) was read as HTR5A ag -5, DSG3 Ab inh 100, OPRM1-OPRD1 ag -1.1, PKA-R2B act -3, Arrestin-AP2 inh 4, PKA-R1A activ -1, DAGLB inh -1, HTR5A inv ag -12, V-ATPase pHluor -2 and MOR-DOR inv ag 7.
For O=C(CNC(=O)c1ccc(Cl)cc1Cl)OCC(=O)N1CCCC1=O the results were HTR5A ag -1, DSG3 Ab inh 102, OPRM1-OPRD1 ag -1.8, PKA-R2B act -13, Arrestin-AP2 inh 6, PKA-R1A activ -6, DAGLB inh -1, HTR5A inv ag 4, V-ATPase pHluor -1 and MOR-DOR inv ag 9.
For O=C(C[C@@H]1C/C=C/CC[C@H](Cc2ccc(F)cc2)C(=O)O[C@H](c2ccccc2)CNC1=O)NCCO the results were HTR5A ag 2, DSG3 Ab inh 103, OPRM1-OPRD1 ag 3.2, PKA-R2B act 0, Arrestin-AP2 inh 4, PKA-R1A activ -3, DAGLB inh -1, HTR5A inv ag -5, V-ATPase pHluor 0 and MOR-DOR inv ag -18.
CCOc1ccccc1Oc1coc2cc(OC)ccc2c1=O was read as HTR5A ag 4, DSG3 Ab inh 103, OPRM1-OPRD1 ag -1.1, PKA-R2B act 3, Arrestin-AP2 inh 3, PKA-R1A activ -4, DAGLB inh -6, HTR5A inv ag -12, V-ATPase pHluor -3 and MOR-DOR inv ag 6.
Screening COc1ccccc1NC(=O)c1cc(C)nc2ccccc12 returned HTR5A ag 3, DSG3 Ab inh 92, OPRM1-OPRD1 ag -0.3, PKA-R2B act -7, Arrestin-AP2 inh -2, PKA-R1A activ 5, DAGLB inh -2, HTR5A inv ag -10, V-ATPase pHluor 3 and MOR-DOR inv ag 2.
Screening O=C(O)c1ccccc1NS(=O)(=O)c1ccc(NN=Cc2ccc(F)cc2)c([N+](=O)[O-])c1 returned HTR5A ag -2, DSG3 Ab inh 93, OPRM1-OPRD1 ag 4.9, PKA-R2B act 5, Arrestin-AP2 inh 12, PKA-R1A activ 0, DAGLB inh 37*, HTR5A inv ag 6, V-ATPase pHluor -3 and MOR-DOR inv ag -25.
For CC(C)(C)C(=O)Nc1ccc(C(=O)NNC(=O)c2ccccc2)cc1 the results were HTR5A ag -1, DSG3 Ab inh 112, OPRM1-OPRD1 ag -2.1, PKA-R2B act 0, Arrestin-AP2 inh 38, PKA-R1A activ -8, DAGLB inh -1, HTR5A inv ag 3, V-ATPase pHluor 2 and MOR-DOR inv ag 11.
CC1CN(S(=O)(=O)c2ccc(C(=O)Nc3nc(-c4cc5ccccc5o4)cs3)cc2)CC(C)O1 (configuration not stated) was read as HTR5A ag -2, DSG3 Ab inh 84, OPRM1-OPRD1 ag 0.9, PKA-R2B act -7, Arrestin-AP2 inh 107*, PKA-R1A activ -2, DAGLB inh -2, HTR5A inv ag -1, V-ATPase pHluor -8 and MOR-DOR inv ag -4.
CCC(=O)Nc1cccc(-c2nc3ccccc3c(=O)o2)c1 was read as HTR5A ag 1, DSG3 Ab inh 106, OPRM1-OPRD1 ag -1.1, PKA-R2B act 2, Arrestin-AP2 inh 8, PKA-R1A activ -1, DAGLB inh 2, HTR5A inv ag -5, V-ATPase pHluor -76 and MOR-DOR inv ag 6.
For Cc1ccc(NC(=O)c2cc(-c3ccccc3O)n[nH]2)cc1C the results were HTR5A ag 3, DSG3 Ab inh 104, OPRM1-OPRD1 ag 1.5, PKA-R2B act -4, Arrestin-AP2 inh 5, PKA-R1A activ -3, DAGLB inh -4, HTR5A inv ag -9, V-ATPase pHluor 0 and MOR-DOR inv ag -7.
For O=c1[nH]cnc(CN2CCCCC2)c1O the results were HTR5A ag -3, OPRM1-OPRD1 ag -0.2, PKA-R2B act 8, Arrestin-AP2 inh -2, PKA-R1A activ 3, DAGLB inh -1, HTR5A inv ag 10, V-ATPase pHluor 1 and MOR-DOR inv ag 1.
O=C(C1=C[C@H](c2coc3ccccc3c2=O)C[C@H](OCCCCO)O1)N1CCN(Cc2ccccc2)CC1 was read as HTR5A ag -4, DSG3 Ab inh 101, OPRM1-OPRD1 ag -1.7, PKA-R2B act -15, Arrestin-AP2 inh 9, PKA-R1A activ -1, DAGLB inh -1, HTR5A inv ag 13, V-ATPase pHluor 1 and MOR-DOR inv ag 9.
C=CC(=O)Nc1ccc(Nc2nc(NC3CCC(N(C)C)CC3)nc3c2ncn3C(C)C)cc1 (configuration not stated) was read as HTR5A ag 2, DSG3 Ab inh 112, OPRM1-OPRD1 ag -4.5, PKA-R2B act -4, Arrestin-AP2 inh 4, PKA-R1A activ -6, DAGLB inh 2, HTR5A inv ag -7, V-ATPase pHluor 2 and MOR-DOR inv ag 26.
Cc1cc(NC(=O)C2CCCC2)n(-c2nc3ccccc3[nH]2)n1 was read as HTR5A ag 0, DSG3 Ab inh 104, OPRM1-OPRD1 ag 2.1, PKA-R2B act -9, Arrestin-AP2 inh 12, PKA-R1A activ -6, DAGLB inh -22, HTR5A inv ag -8, V-ATPase pHluor 7 and MOR-DOR inv ag -12.
`O=C(CN1CCN(c2ccccc2)CC1)Nc1ccncc1` gave HTR5A ag -2, DSG3 Ab inh 112, OPRM1-OPRD1 ag 0.1, PKA-R2B act 4, Arrestin-AP2 inh 25, PKA-R1A activ -5, DAGLB inh 3, HTR5A inv ag -21, V-ATPase pHluor 4 and MOR-DOR inv ag 0.

Rows were taken by chance (roughly 2.4% active in at least one column).
